# N-glyco inh: blocks N-linked glycosylation in D54 reporter cells; AID 588692; 360,000 compounds, 0.23% hits; D54 ERlucT glycosylation luciferase reporter, 24 h; percent of 100 nM tunicamycin response; reporter increase, % at 12.5 µM;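 active = mean luciferase reporter signal, scaled so untreated is 0 and the glycosylation-blocking control 100, at or above a set limit in every replicate; inconclusive = mean reaches the limit but not every replicate does; inactive = mean below the limit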;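 also: luciferase carries N-glycosylation sites so blocking glycosylation raises the light; 0% = median of neutral control wells and 100% = median of 100 nM tunicamycin wells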
# ABHD5 PLIN5 PPI: ABHD5-PLIN5 protein interaction inhibition; inhibition, % at 4 µM; 360,000 compounds, 0.78% hits; Q00G26+Q8WTS1; Split G. princeps luciferase complementation, luminescence, 4 h;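 active = inhibition above the mean inhibition across every tested compound plus 3 SD, cut at about 22% in these data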;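 also: 0% = DMSO only wells and the 100% control is not disclosed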
# Vif imaging: blocks HIV Vif function. AID 602346. 340,000 compounds, 0.35% hits. inhibition, % at 7.49 µM. HEK293T cells, Vif self-association by quenched fluorescence, imaging, 24 h; in the data active = inhibition above about 50%, passing the limit was not always enough; inconclusive = no clear call, values can overlap the other calls; inactive = below about 31%; also: some results filed as inactive read as strong as hits
# TLR9-MyD88 block: blocks human TLR9 binding to MyD88; CHO BLA complementation TLR9-MyD88, CCF4 FRET ratio; inhibition, % at 4.98 µM; 340,000 compounds, 0.21% hits; AID 504734;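 active = inhibition above the mean over all tested compounds plus 3 SD, cut at about 21% in these data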;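 also: 0% = DMSO only wells and 100% = clavulanate BLA inhibitor control wells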
# MC4R ag barr: agonists of human melanocortin 4 receptor (MC4R) beta-arrestin. P32245. activation, % at 8.9 µM. AID 540308. U2OS MC4R beta-arrestin complementation, luminescence; percent of melanotan II response, DMSO zero. 360,000 compounds, 0.98% hits;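 active = activation above a per-plate cutoff, the mean activation of sample wells on that plate plus 3 SD, cut at about 8% in these data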
# aDG glyco act: alpha-DG glycosylation activation | Pro5-aDG cells, alpha-DG glycosylation AlphaScreen (IIH6); 0% Pro5, 100% B10-LARGE cell signal | activation, % at 10 µM | 360,000 compounds, 0.22% hits | AID 624168;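 active = activation of at least 8% versus controls, or a plate z-score of at least 8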;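 also: Pro5 are CHO cells carrying HIG-tagged alpha-DG that lacks glycosylation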
# ABCB6 inh 2: inhibitors of human ABC transporter ABCB6; Q9NP58; 360,000 compounds, 0.19% hits; fluorescence ratio to DMSO, % at 10 µM; K562-ABCB6 porphyrin accumulation, flow cytometry, 1 h; hits give low values;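 active = fluorescence ratio to DMSO below 75%, the collection mean minus 3 SD; inconclusive = too few cells collected in the well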;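 also: signal is porphyrin accumulated inside mitochondria; 100% equals median channel fluorescence of DMSO control wells; lower ratio means ABCB6 inhibition with less porphyrin fluorescence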
# Exocytosis inh: lytic granule exocytosis inhibition; TALL-104 LAMP-1 surface exposure, flow cytometry; cells stimulated with thapsigargin and PMA; inhibition, % at 10 µM; 360,000 compounds, 0.66% hits;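 active = inhibition above about 55%, limit read from the data; inconclusive = no clear call, values can overlap the other calls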
# MC4R antag cAMP: human MC4R antagonism in cAMP assay; 360,000 compounds, 0.48% hits; MC4R-expressing cells, MTII-stimulated cAMP, LANCE TR-FRET; AID 540295; inhibition, % at 6.5 µM; P32245;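 active = inhibition above its plate's cutoff, the mean of tested wells on that plate plus 3 SD, cut at about 29% in these data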;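 also: 0% = Melanotan II alone and 100% = Melanotan II plus saturating MCL0020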
#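 System: U2OS cells stably expressing human melanocortin 4 receptor (MC4R). Reagent: Melanotan II challenge after compound preincubation. Doses: 6.5 µM. Times: 30-min compound, 1-h challenge, 1-h detection, room temperature. Measured by: TR-FRET with Eu-cAMP and labeled anti-cAMP, 671 nm. Replicates: singlicate.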
# NOD2-RIPK2 inh: NOD2-RIPK2 protein interaction inhibition; AID 624267; CHO BLA complementation NOD2-RIPK2, CCF4 ratio; inhibition, % at 4.98 µM; 360,000 compounds, 0.38% hits; O43353; in the data active = inhibition above about 21%;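 also: 0% = vehicle only and 100% = reference blocker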
# An asterisk follows results filed as active; ? = inconclusive; . = no result given.
SMILES,N-glyco inh,ABHD5 PLIN5 PPI,Vif imaging,TLR9-MyD88 block,MC4R ag barr,aDG glyco act,ABCB6 inh 2,Exocytosis inh,MC4R antag cAMP,NOD2-RIPK2 inh
O=C(CN1CCN(S(=O)(=O)/C=C/c2ccccc2)CC1)NC(=O)NCc1ccco1,-2,7,21,-1,-1.5,0.1,107,-2,6,2
COc1ccc(OC)c(CN2CCN(Cc3cc(OC)c(OC)c(OC)c3)CC2)c1,1,-2,-4,-3,0.1,-0.1,102,-12,11,-16
CCOC(=O)C1(CCOc2ccccc2)CCN(Cc2cccn2-c2ncccn2)CC1,-3,1,-2,-1,-0.7,1.0,100,0,0,-1
c1ccc(C2(CN3CCNC[C@H]3Cc3cccc4ccccc34)CC2)cc1,-4,8,-2,-5,-0.6,0.5,102,-6,-2,-5
CC(C)(C)n1nc2c(c1NC(=O)c1ccccc1S(=O)(=O)C(F)F)CS(=O)(=O)C2,0,3,0,-12,-1.6,-0.2,97,3,2,-1
COC(=O)c1sccc1NC(=O)c1ccc(C)s1,2,1,0,0,-0.7,0.0,99,-2,9,8
FC(F)(F)c1cnc(NNC(=S)Nc2ccccc2Cl)c(Cl)c1,-2,-6,-12,-15,-6.5,0.4,94,-2,5,-10
CCOc1ccc(N(CC(=O)NCc2cccnc2)S(=O)(=O)c2ccc(F)cc2)cc1,1,3,2,-11,-3.0,0.2,103,1,3,-4
CCOc1c(OC)cc(C2C(C#N)=C(N)Oc3n[nH]c(-c4ccncc4)c32)cc1OC (stereo unspecified),2,-3,-1,-16,-1.1,-0.1,104,1,10,-4
O=C(NNC(=O)c1ccccc1F)c1ccc2[nH]c(=O)c(=O)[nH]c2c1,2,12,-4,-4,-2.5,-0.3,95,-1,8,7
Cc1ccc(CNC(=O)C2CCC(=O)N(C3CCCC3)C2)c(F)c1F (stereo unspecified),0,-6,-2,-2,-0.8,-0.1,104,-6,9,-10
O=C(CN(CC1CCCO1)C(=O)c1nsc(Cl)c1Cl)NC1CCCC1 (stereo unspecified),1,0,4,-6,-0.6,0.0,99,0,0,0
COc1ccc(C(=O)NCCn2cc(SCC(=O)Nc3cc(C)on3)c3ccccc32)cc1OC,-2,-1,4,2,-1.6,-0.1,94,-3,14,-2
CCSc1ccc([C@@H]2[C@@H]3C(=O)N(C)C(=O)[C@@H]3[C@]3(C(=O)OC)CCCCN23)cc1,0,-3,-4,-1,0.2,0.4,94,1,1,9
COc1ccc(N2CCCCn3c2nc2c3c(=O)[nH]c(=O)n2C)cc1,2,-7,15,7,-1.9,0.0,89,-2,0,-12
Cc1ccc(S(=O)(=O)CC(=O)Nc2sc(C)c(C)c2C(N)=O)cc1,1,3,2,6,-3.0,-0.4,98,-8,8,-12
CN1CCN(c2ccc(S(=O)(=O)N3CCOCC3)cc2NC(=O)COc2ccc(C#N)cc2)CC1,1,-1,1,-12,0.4,-0.2,102,-1,12,-6
CCOC(=O)N1CCN(C(=O)CC(C)S(=O)(=O)c2cc3c(cc2C)NC(=O)CO3)CC1 (stereo unspecified),0,4,2,3,-1.8,-0.1,104,2,-2,-6
COc1cc2nc(CN(C)Cc3nc4ccccc4c(=O)[nH]3)[nH]c(=O)c2cc1OC,3,16,.,0,1.0,-0.1,104,-3,3,-9
CC1CCN(CC(=O)N2CC(=O)Nc3ccccc32)CC1,1,-2,9,7,-1.6,0.2,106,-2,19,1
COc1ccc(-n2nc3c(c2NC(=O)C(C)C)CSC3)cc1,3,2,14,4,-0.6,0.0,104,14,0,-13
CC(C)(C)c1ccc(CN2C(=O)c3ccccc3S2(=O)=O)cc1,-4,-5,-23,0,1.4,0.2,96,-16,3,-1
CCOc1ccccc1NC(=O)CCn1nc(C)c(S(=O)(=O)N2CCCCC2)c1C,-1,1,3,-3,-2.2,0.2,95,-1,1,1
CCN1C[C@@H]2[C@@H]3C(=O)N(Cc4ccccc4)C(=O)[C@@H]3[C@](Cc3ccccc3)(C1=O)N2C(=O)c1ccc(Br)cc1,-1,3,-2,2,0.1,0.3,95,-6,6,-9
COc1cccc(NC(=S)NC(=O)Cc2ccccc2)c1,-2,-5,8,10,5.7,-0.1,105,1,0,-1
CC(C)(C)OC(=O)NCC(=O)N1CCC(C(=O)O)CC1,4,6,-9,-11,2.6,0.3,100,?,-6,-21
NCCS,3,-45,45,-7,1.6,0.0,98,8,1,2
Cc1ccc(NC(=S)N2CCCCCC2)cc1,0,-5,5,2,0.2,-0.1,99,0,19,-3
Cc1c(C)n(C)c2ccc(C(=O)NCCCN(C)C3CCCCC3)cc12,-2,12,3,-8,-1.8,0.1,93,-11,10,15
CCC(C)(C)n1nnnc1C(c1ccc2ncccc2c1)N1CCN(c2nc3ccccc3s2)CC1 (stereo unspecified),-5,3,15,-7,1.5,0.4,93,3,1,2
O=C(CSc1nc2ccccc2c(=O)n1CCCO)N1CCc2ccccc21,0,1,3,3,-0.1,0.7,94,-1,4,5
COc1ccccc1-n1c(C)nc(=O)c(-c2ccccc2)c1C,1,1,.,4,0.2,-0.4,96,-3,2,-6
CCOc1ccccc1OCCC(=O)OCC(=O)Nc1c(C)cc(C)cc1C,3,6,1,-10,-0.2,-0.1,95,2,1,1
CCc1noc(C)c1C(=O)Nc1ccc(-c2nnc3n2CCCCC3)cc1,1,1,-13,-4,1.8,-0.2,98,-4,7,-2
Cc1cc(O)c(C(C)C)cc1NC(=O)Nc1cc(Cl)ccc1Cl,3,1,-17,-13,1.9,-0.3,96,4,17,1
Cc1c(C(=O)NCCSCc2ccc(Cl)cc2Cl)cccc1[N+](=O)[O-],-2,-1,-13,2,-0.3,-0.1,85,0,5,2
Cc1cc(Br)ccc1NC(=O)C1CCN(S(=O)(=O)c2cnc[nH]2)CC1,1,2,-1,12,-0.7,0.0,103,4,5,-10
Cc1[nH]c(=O)[nH]c(=O)c1S(=O)(=O)Nc1cccc([N+](=O)[O-])c1C,3,1,-9,2,-0.4,-0.1,98,-5,30*,-6
Cc1ccc(NC(=O)c2cc(N3C(=O)C=CC3=O)ccc2N2CCOCC2)cc1,-4,29*,33,19,-2.0,-0.7,101,18,69*,-2
CC(C)C[C@@H](CN)NC(=O)c1nc[nH]c1C(=O)N[C@@H](C)C(=O)CNC[C@H](C)NC(=O)c1nc[nH]c1C(=O)N[C@@H](CC(C)C)C(=O)O,1,-1,10,-3,0.7,-0.2,98,0,-1,11
Cc1ccc(-c2cc(C(F)F)n3ncc(C(=O)Nc4cn(C)nc4C)c3n2)cc1,0,-3,-8,-2,-0.5,-0.1,103,39,13,-5
Cc1ccsc1/C=N\NC(=O)CC(=O)NCc1ccccc1,0,1,-5,0,-3.3,0.5,100,4,15,9
CC(C)(C)c1nc2sc3c(c2c(=O)o1)CCCC3,0,-4,-5,7,-1.0,0.2,101,1,-1,-3
CC1CN(C(=O)c2ccc(-c3ccccc3Cl)o2)CC(C)O1 (stereo unspecified),2,11,-2,14,-3.4,-0.1,95,-2,6,-7
CSCCC(NC(=O)c1ccccc1Br)C(=O)NCC(c1ccco1)N1CCCCC1 (stereo unspecified),0,-7,-8,5,-2.5,-0.2,98,2,4,-7
COC(=O)Cn1cc(C(=O)c2ccco2)c2ccccc21,-1,-2,7,2,-1.3,0.0,102,7,-3,-8
O=C(CSc1nnc(CNc2ccc(Cl)cc2)n1Cc1ccccc1)NCc1ccco1,0,6,-12,-1,-0.3,0.0,89,44,-2,7
Cc1ccc(NC(=O)CSc2ccc(-c3cccnc3)nn2)cc1,-1,1,-5,1,1.3,0.0,100,0,-7,-2
COc1ccc(S(=O)(=O)N2CCOCC2)cc1NC(=O)COC(=O)C1=COCCO1,2,2,-4,-8,-0.6,-0.1,109,1,12,4
CCCn1c(C(O)c2cc(OC)ccc2OC)nc2ccccc21 (stereo unspecified),0,-4,-17,-5,-0.4,0.3,111,-3,10,-5
O=C(CSc1nnc(-c2c[nH]c3ccccc23)o1)c1ccccc1,0,-4,1,-8,3.8,0.1,102,2,6,-1
COc1ccc(C2CC(O)(c3ccccc3)Oc3cc(OC)ccc32)cc1 (stereo unspecified),2,-10,-1,4,5.4,0.2,94,-4,-1,7
S=c1nc(-c2ccccc2)n(CCCN2CCOCC2)c2c1CCCC2,4,-2,-3,1,-0.7,0.1,94,-4,3,-7
Cc1cc(C)cc(OCC(=O)Nc2ccc3c4c(cccc24)CC3)c1,-5,4,16,2,-0.4,0.0,95,0,12,2
Cc1ccc(OCCC(=O)O)cc1,0,-1,-3,1,3.9,-0.1,98,3,21,-10

# Of the compounds above, 11 have an aryl methoxy group.
SMILES,N-glyco inh,ABHD5 PLIN5 PPI,Vif imaging,TLR9-MyD88 block,MC4R ag barr,aDG glyco act,ABCB6 inh 2,Exocytosis inh,MC4R antag cAMP,NOD2-RIPK2 inh
COc1ccc(OC)c(CN2CCN(Cc3cc(OC)c(OC)c(OC)c3)CC2)c1,1,-2,-4,-3,0.1,-0.1,102,-12,11,-16
CCOc1c(OC)cc(C2C(C#N)=C(N)Oc3n[nH]c(-c4ccncc4)c32)cc1OC (stereo unspecified),2,-3,-1,-16,-1.1,-0.1,104,1,10,-4
COc1ccc(C(=O)NCCn2cc(SCC(=O)Nc3cc(C)on3)c3ccccc32)cc1OC,-2,-1,4,2,-1.6,-0.1,94,-3,14,-2
COc1ccc(N2CCCCn3c2nc2c3c(=O)[nH]c(=O)n2C)cc1,2,-7,15,7,-1.9,0.0,89,-2,0,-12
COc1cc2nc(CN(C)Cc3nc4ccccc4c(=O)[nH]3)[nH]c(=O)c2cc1OC,3,16,.,0,1.0,-0.1,104,-3,3,-9
COc1ccc(-n2nc3c(c2NC(=O)C(C)C)CSC3)cc1,3,2,14,4,-0.6,0.0,104,14,0,-13
COc1cccc(NC(=S)NC(=O)Cc2ccccc2)c1,-2,-5,8,10,5.7,-0.1,105,1,0,-1
COc1ccccc1-n1c(C)nc(=O)c(-c2ccccc2)c1C,1,1,.,4,0.2,-0.4,96,-3,2,-6
COc1ccc(S(=O)(=O)N2CCOCC2)cc1NC(=O)COC(=O)C1=COCCO1,2,2,-4,-8,-0.6,-0.1,109,1,12,4
CCCn1c(C(O)c2cc(OC)ccc2OC)nc2ccccc21 (stereo unspecified),0,-4,-17,-5,-0.4,0.3,111,-3,10,-5
COc1ccc(C2CC(O)(c3ccccc3)Oc3cc(OC)ccc32)cc1 (stereo unspecified),2,-10,-1,4,5.4,0.2,94,-4,-1,7

# High-throughput results as filed in PubChem.

# Not all compounds are listed; the hit share may differ from the screen's.
